Source: PubChem (Sanford-Burnham Center for Chemical Genomics)
GRIN3A LBD mod – modulates the human NR3A ligand-binding domain | 340,000 tested, 2.5% active | Tm shift relative to glycine control, % at 25 µM | NR3A LBD differential scanning fluorimetry, Tm shift; 0% = protein alone, 100% = glycine-bound protein;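 active = melting temperature shift of at least 10% of the positive control shift, at one fixed dose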
SENP6 block – SENP6 protease inhibition. Q9GZR1. Recombinant SENP6 catalytic domain, aminoluciferin luminescence. inhibition, % at 10 µM. 330,000 tested, 1.8% active;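 active = inhibition above about 50% at the single tested dose, limit read from the data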;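 note: plate controls were DMSO wells with enzyme for no effect and DMSO wells lacking enzyme for full effect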
Target sequence (Q9GZR1 628-1112 limits assumed): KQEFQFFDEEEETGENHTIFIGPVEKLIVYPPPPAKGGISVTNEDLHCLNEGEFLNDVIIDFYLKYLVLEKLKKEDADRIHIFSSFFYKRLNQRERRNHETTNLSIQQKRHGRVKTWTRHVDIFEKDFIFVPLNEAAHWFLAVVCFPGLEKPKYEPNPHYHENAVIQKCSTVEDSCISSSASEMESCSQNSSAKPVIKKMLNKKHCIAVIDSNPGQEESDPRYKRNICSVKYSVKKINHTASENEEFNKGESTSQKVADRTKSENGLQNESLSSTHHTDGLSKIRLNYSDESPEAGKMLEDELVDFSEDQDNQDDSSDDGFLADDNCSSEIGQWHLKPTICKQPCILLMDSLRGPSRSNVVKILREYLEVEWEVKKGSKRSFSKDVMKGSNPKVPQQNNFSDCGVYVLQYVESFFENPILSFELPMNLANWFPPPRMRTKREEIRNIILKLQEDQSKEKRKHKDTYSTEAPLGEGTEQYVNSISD
PfG6PD inh – PfG6PD (Plasmodium falciparum) enzyme inhibition; PfGluPho enzyme, NADPH resazurin-diaphorase fluorescence; inhibition, % at 20 µM; 350,000 tested, 0.78% active;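 active = inhibition reaching at least a set limit at 20 µM in the primary screen, cut at about 59% in these data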;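 note: 0% = DMSO wells with substrate and 100% = DMSO wells lacking glucose-6-phosphate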
SENP1 inh – blocks the human SENP1 SUMO protease catalytic domain; recombinant SENP1 catalytic domain, CyPet-SUMO1-YPet FRET cleavage; inhibition, % at 10 µM; 360,000 tested, 0.21% active; AID 624204;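 active = inhibition at least 30% at 10 µM, raw YFP signal under a set limit, fluorescence ratio 0.5 to 1.5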;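 note: 0% = enzyme with DMSO and 100% = no enzyme wells; some results filed as inactive read as strong as hits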
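Assay system – human recombinant His6-tagged SENP1 catalytic domain enzyme · Input – SENP1 enzyme, 20 pM final · Buffer or medium – Tris pH 8 buffer plus EDTA, NaCl, BME, BSA, NP40, catalase · Schedule – 50 min reaction at room temperature · Technique – FRET read of cyan and yellow fluorescence · Control set – no-enzyme wells low, DMSO-plus-enzyme wells high control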
MPTP block – blocks calcium-induced mitochondrial swelling | isolated mouse mitochondria, Ca2+ swelling absorbance, 30 min | inhibition, % at 10 µM | 360,000 tested, 1.4% active | AID 602449;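 active = inhibition of 50% or more, scaled per plate between neutral and stimulator controls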;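 note: 0% = DMSO wells given calcium and 100% = 1 mM EGTA wells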
ATG4B inh – inhibitors of human ATG4B cysteine protease; Q9Y4P1; ATG4B cleavage of LC3-PLA2, NBD-HPC fluorescence, 1 h; inhibition, % at 8.33 µM; 340,000 tested, 0.51% active; AID 504462; in the data active = inhibition above about 40%
hIAP act – human IAP activation | P09923 | activation factor at 10 µM | 330,000 tested, 0.16% active | AID 2524 | purified human IAP, CDP-Star luminescence, 30 min; stronger effect = higher value; 1 = vehicle-only enzyme, 0 = enzyme-free background;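 active = activation factor of the enzyme at least 2-fold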; note: the source names both 10 and 20 µM as test concentration; values of inactives mirror those of a sister screen read the other way
Target sequence (P09923 whole entry, looked up): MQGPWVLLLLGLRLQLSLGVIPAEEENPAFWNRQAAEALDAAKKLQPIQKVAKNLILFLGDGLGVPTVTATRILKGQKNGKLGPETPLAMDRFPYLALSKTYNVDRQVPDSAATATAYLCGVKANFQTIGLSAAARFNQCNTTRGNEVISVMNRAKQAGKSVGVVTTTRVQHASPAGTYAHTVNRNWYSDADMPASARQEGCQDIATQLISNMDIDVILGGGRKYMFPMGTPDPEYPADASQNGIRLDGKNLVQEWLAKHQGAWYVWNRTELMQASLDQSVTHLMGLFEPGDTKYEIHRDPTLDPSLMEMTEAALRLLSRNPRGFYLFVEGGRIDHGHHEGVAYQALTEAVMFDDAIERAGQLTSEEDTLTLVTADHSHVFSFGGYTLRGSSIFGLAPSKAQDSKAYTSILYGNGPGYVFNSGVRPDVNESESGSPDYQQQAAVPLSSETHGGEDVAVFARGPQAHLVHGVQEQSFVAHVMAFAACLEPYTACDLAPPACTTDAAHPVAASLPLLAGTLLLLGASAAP
SENP8 inh – blocks human SENP8 cleavage of Nedd8 substrate; Q96LD8; recombinant SENP8, Nedd8 substrate fluorescence; inhibition, % at 20 µM; 360,000 tested, 0.64% active; in the data active = inhibition mostly above about 40%, no sharp cut-off; inactive = mostly below about 27%
* hit, by the source's call; . = not tested or not shown. Not a hit list; 6.7% or so of the library scored in one or more.

SMILES	GRIN3A LBD mod	SENP6 block	PfG6PD inh	SENP1 inh	MPTP block	ATG4B inh	hIAP act	SENP8 inh
CC(C)c1ccc(NC2CCCN(C(=O)CN3C(=O)CSC3=O)C2)cc1 (stereo not given)	-4	-6	11	1	-0.7	5	1.1	8
CCOC(=O)C1CCCN(c2nc3c(C)cccn3c(=O)c2/C=C(\C#N)C(=O)NCc2ccco2)C1 (stereo not given)	1	21	7	-172	2.2	10	0.86	-446
CCC1NC(=O)c2cccnc2-n2c1nc1ccc(OC)cc1c2=O (stereo not given)	.	.	2	-11	-0.4	.	.	-14
COC(=O)[C@H]1C[C@@H]1[C@H](NC(=O)[C@H]1C[C@@H]1[C@H](NC(=O)OCc1ccccc1)c1ccccc1)c1ccccc1	-1	7	-10	-1	0.0	3	1.1	14
CCOc1ccc(N2C(=O)CC(N(CCc3ccccc3)C(=O)/C=C/C(=O)O)C2=O)cc1 (stereo not given)	1	-8	-10	-1	-1.2	-9	0.9	6
C=CCN1C(=O)CSC1=Nc1cccc(O)c1	0	-3	-6	2	2.3	4	0.97	9
CCNC(=O)COC(=O)/C=C/c1c(C)nn(Cc2cccc(OC)c2)c1Cl	-1	-27	-4	-4	3.1	-7	0.99	4
CCc1nc(C)cn1S(=O)(=O)c1ccc2c(c1)OCCO2	-1	.	-17	4	0.3	12	.	2
COc1ccc([C@@H]2CC=C(C(=O)O)[C@H](c3ccccc3F)N2S(=O)(=O)c2ccccc2C)cc1	2	-11	-22	-1	-1.5	-6	1	-1
CC1CCC(NC(=O)c2cnccn2)CC1 (stereo not given)	3	7	5	-3	-1.8	-7	0.92	36
c1ccc2c(c1)CCc1ccccc1C2=C1CCNCC1	-3	-4	16	1	0.8	-1	1.2	19
O=C(Nc1ccc2ccccc2c1)c1cccc2ccccc12	-7	.	0	-2	2.5	-3	.	2
Cc1nc(Nc2cnc(/C=C/c3cc(C(=O)Nc4cccc(C(F)(F)F)c4)ccc3C)cn2)cc(N2CCNCC2)n1	-24	-11	62*	.	.	3	0.85	.
COc1ccccc1/C=C1\SC(=S)N(CCC(=O)Nc2cccc(O)c2)C1=O	8	7	11	-4	1.9	-15	1.2	31
Nc1nc(N)c(N=Nc2ccccc2)c(=O)[nH]1	-1	.	-3	-11	-1.7	4	.	16
CCn1c2ccccc2c2nc3cc(C(=O)O)ccc3nc21	-2	.	-8	-26	-0.6	-3	.	-314
CCC(C)NC(=O)c1cc2c(=O)n(CC)c3ccccc3c2s1 (stereo not given)	-5	-5	7	1	-0.3	-18	0.94	-261
COC(C(=O)Nc1ccc(S(=O)(=O)Nc2ccc(F)cc2)cc1)c1ccccc1 (stereo not given)	-10	11	-9	-1	0.3	-8	0.91	22
CSc1nc2ncc(C#N)cn2n1	0	-12	-1	-2	-1.3	1	1.1	-37
Cc1ccc(NC(=S)NNc2ncc(C(F)(F)F)cc2Cl)cc1	-5	-10	-4	3	-6.1	9	1.5	11
Cc1ccc(NC(/C=C/N(C)C)=C/C(=O)C(F)(F)F)c(C)c1	0	-30	12	-2	1.0	3	0.86	12
O=C(Nc1ccc(F)cc1)c1ccc(S(=O)(=O)NCc2cccnc2)cc1	0	-10	11	-1	0.6	5	1	13
CC(C)(C)c1ccc(Cc2n[nH]c(=S)[nH]c2=O)cc1	5	1	-24	3	0.2	2	0.97	19
CC/C=C(\NC(C)=O)c1ccccc1	0	-12	8	3	-1.0	1	0.87	9
CC(=O)c1c(C)nn(CC(O)COc2ccc3c(c2)CCC3)c1C (stereo not given)	-1	-29	-11	3	5.2	3	1	10
CC1=C(C#N)C(c2cccnc2)C2=C(CCCC2=O)N1 (stereo not given)	-1	-12	-21	-14	-1.8	5	1	-486
Cc1ccccc1C(=O)NCC(=O)N1CCN(c2ccccn2)CC1	-1	4	-5	1	0.4	0	1	-47
CCOC(=O)N1CCN(c2ccc(F)cc2[N+](=O)[O-])CC1	23*	-18	15	3	-0.2	-6	1.1	21
C[C@H](CO)N1C[C@H](C)[C@H](CN(C)C(=O)Cc2ccncc2)Oc2ncc(Br)cc2C1=O	.	.	1	-10	-0.2	.	.	6
O=C(NCCO)c1cc2cc(Cl)cc(Cl)c2oc1=O	0	-1	51	11	5.0	-10	1.1	-61
CCC(=O)Nc1nc2nc(-c3ccccc3)cc(-c3ccccc3)n2n1	1	-9	-9	2	0.8	-5	1.1	-266
CCOc1cc(C(=O)Nc2cc(C)ccc2OC)ccc1OCC(=O)N1CCCCC1	0	-3	-13	2	-0.8	-1	0.97	5
O=C(CSc1ncccn1)Nc1ncc(C(F)(F)F)cc1Cl	0	3	17	2	-0.3	-7	1	8
COc1cc(C(C)=O)ccc1OCC(=O)NCCCn1nc(C)cc1C	0	2	-17	-1	0.1	-1	0.89	-5
CCc1ccc(C(=O)NNc2ccc(F)cc2)cc1	-1	0	-5	3	-1.1	0	0.89	33
COc1ccc(NC(=O)CN(C)CC(=O)Nc2ccccc2SC)cc1	-1	7	4	3	1.4	-9	1.1	6
CC(C)COC(=O)NC1c2ccccc2Oc2ccccc21	0	-8	-12	1	1.1	-5	1	27
CC(=O)NCCNC(=O)[C@H](Cc1ccccc1)NC(=O)c1cccs1	0	-4	-12	-1	2.8	2	0.87	0
Cc1ccc(C(=O)Nc2cccc(C(=O)O)c2)cc1	1	92*	5	.	.	-5	0.94	.
Cc1sc2ncnc(SCc3ccco3)c2c1C	0	-34	-5	-2	43	13	0.96	22
O=C(OCC(=O)N1CCN(C(=O)c2ccco2)CC1)c1ccccc1OCc1ccc(Cl)cc1	1	0	-21	2	-1.3	-7	1.1	16
Cc1ccc(C2=NOC(C)(c3nnc(-c4cccc(Cl)c4)o3)C2)cc1 (stereo not given)	2	-10	14	0	0.6	5	1	7
O=C(C=Cc1ccccc1Cl)c1ccccc1	-37	.	13	-1	-1.5	0	.	5
CCCn1c(SCc2ccccn2)nc2c1c(=O)n(C)c(=O)n2C	0	-7	3	-1	0.6	-7	1.1	19
COc1cccc(CNC(=O)c2nnn(CC(=O)Nc3ccc(Br)cc3)c2N)c1	4	-6	-7	3	0.5	-7	1.1	5
Cc1nc2ccc(S(=O)(=O)NCC(=O)N(C)Cc3ccco3)cc2s1	0	4	-2	-2	0.0	-4	0.99	9
O=C(CCC(=O)Nc1ccc(F)cc1)N/N=C/c1ccncc1	-1	-9	-2	-4	1.8	-2	0.94	-2
CC(=O)Nc1ccccc1-c1nc2ccc(C(=O)N3CCN(c4ccccc4)CC3)cc2[nH]c1=O	-1	-1	4	-1	-1.5	-6	0.89	-12
Cc1cc(NC(=O)C2CCN(S(=O)(=O)c3cccs3)CC2)no1	2	-2	3	-1	4.3	-14	0.91	26
COc1cc(CNC2CCCCCCC2)cc(Cl)c1OCC(N)=O	-1	-13	-1	2	-0.2	-6	1.1	18
O=C(CSc1nnc(-c2cccs2)o1)c1cccs1	1	11	0	1	-1.0	4	0.8	3
C=CCOc1ccc(/C=C/C(C)=N\O)cc1	4	79*	36	3	7.0	-9	0.88	15
COc1ccc(CCNc2ccc(C)cc2)cc1	-476	1	7	0	2.2	-4	0.99	3
COc1ccccc1C1CC(c2c(-c3ccccc3)c3cc(Cl)ccc3[nH]c2=O)=NN1S(C)(=O)=O (stereo not given)	25*	-14	4	14	2.2	-13	1	-213
Cc1ccc(C(=O)CN2CCC(NC(=O)C3CCCCC3)CC2)cc1	2	15	10	-11	-0.5	-15	0.89	-1
Nc1nccnc1C(=O)OCC(=O)NNC(=O)c1ccccc1	-1	2	6	-15	-1.7	-6	0.92	-370
COCCCNS(=O)(=O)c1ccc2c3c(cccc13)C(=O)S2	0	-18	-3	-12	-1.3	-6	0.94	-130
COc1ccc(-c2cc(C(=O)N3CCN(c4ccccc4OC)CC3)no2)cc1OC	-2	4	2	-1	2.2	-15	1.1	-7
COC(=O)c1ccc(Cl)c(NC(=O)CN(c2ccccc2)S(=O)(=O)c2ccc(OC)cc2)c1	-22	-21	76*	2	1.4	-10	0.93	1
CCOC(=O)c1cc(-c2ccccc2)nn1Cc1cc(C)no1	-2	-11	6	1	2.3	4	0.84	1

Further structures
SMILES	GRIN3A LBD mod	SENP6 block	PfG6PD inh	SENP1 inh	MPTP block	ATG4B inh	hIAP act	SENP8 inh
CN1CCN(C(c2cccs2)c2nnnn2Cc2ccc(F)cc2)CC1 (stereo not given)	0	8	1	2	0.5	-6	0.98	18
CCOC(=O)/C=C/c1ccc2c(c1)S(=O)(=O)N(c1cccc(OC)c1)[C@H]2CC(=O)OCC	-3	-9	-11	2	0.4	-1	0.83	-42
O=C1COc2ccc(C(=O)COC(=O)CCSc3ccc(Cl)cc3)cc2N1	1	-6	0	-3	0.0	-17	1	6
CCn1nnc(NC(=O)c2ccc(Br)o2)n1	1	-6	-13	2	0.0	5	1.2	6
CCCCc1ccc(NC(=S)NCCc2ccc(S(N)(=O)=O)cc2)cc1	-1	11	14	1	-2.1	-6	1	4
CCOc1ccc(C(=O)NCC(=O)N2CCCCCCC2)cc1OCC	2	6	-9	-2	-0.2	-6	1.1	2
CCOC(=O)/C(C#N)=C/c1cn(CCC(=O)O)nc1-c1ccc(OC)cc1	1	-27	6	1	-0.8	-17	0.88	-279
COc1ccc(NC(=S)NCc2ccc(F)cc2)cc1	3	11	7	3	0.1	8	0.9	20
O=C(CSC1c2ccccc2C(=O)N1c1ccccc1)N1CCOCC1 (stereo not given)	-1	3	-8	2	-1.6	-5	1.1	2

An excerpt of these results, with two lines to a compound:
Every second line gives: GRIN3A LBD mod, SENP6 block, PfG6PD inh, SENP1 inh, MPTP block, ATG4B inh, hIAP act, SENP8 inh
O=C(CSc1nnc(-c2cccs2)o1)c1cccs1
 : 1, 11, 0, 1, -1.0, 4, 0.8, 3
C=CCOc1ccc(/C=C/C(C)=N\O)cc1
 : 4, 79*, 36, 3, 7.0, -9, 0.88, 15
COc1ccc(CCNc2ccc(C)cc2)cc1
 : -476, 1, 7, 0, 2.2, -4, 0.99, 3
COc1ccccc1C1CC(c2c(-c3ccccc3)c3cc(Cl)ccc3[nH]c2=O)=NN1S(C)(=O)=O (stereo not given)
 : 25*, -14, 4, 14, 2.2, -13, 1, -213
Cc1ccc(C(=O)CN2CCC(NC(=O)C3CCCCC3)CC2)cc1
 : 2, 15, 10, -11, -0.5, -15, 0.89, -1
Nc1nccnc1C(=O)OCC(=O)NNC(=O)c1ccccc1
 : -1, 2, 6, -15, -1.7, -6, 0.92, -370
COCCCNS(=O)(=O)c1ccc2c3c(cccc13)C(=O)S2
 : 0, -18, -3, -12, -1.3, -6, 0.94, -130
COc1ccc(-c2cc(C(=O)N3CCN(c4ccccc4OC)CC3)no2)cc1OC
 : -2, 4, 2, -1, 2.2, -15, 1.1, -7
COC(=O)c1ccc(Cl)c(NC(=O)CN(c2ccccc2)S(=O)(=O)c2ccc(OC)cc2)c1
 : -22, -21, 76*, 2, 1.4, -10, 0.93, 1
CCOC(=O)c1cc(-c2ccccc2)nn1Cc1cc(C)no1
 : -2, -11, 6, 1, 2.3, 4, 0.84, 1
CN1CCN(C(c2cccs2)c2nnnn2Cc2ccc(F)cc2)CC1 (stereo not given)
 : 0, 8, 1, 2, 0.5, -6, 0.98, 18
CCOC(=O)/C=C/c1ccc2c(c1)S(=O)(=O)N(c1cccc(OC)c1)[C@H]2CC(=O)OCC
 : -3, -9, -11, 2, 0.4, -1, 0.83, -42
O=C1COc2ccc(C(=O)COC(=O)CCSc3ccc(Cl)cc3)cc2N1
 : 1, -6, 0, -3, 0.0, -17, 1, 6
CCn1nnc(NC(=O)c2ccc(Br)o2)n1
 : 1, -6, -13, 2, 0.0, 5, 1.2, 6
CCCCc1ccc(NC(=S)NCCc2ccc(S(N)(=O)=O)cc2)cc1
 : -1, 11, 14, 1, -2.1, -6, 1, 4
CCOc1ccc(C(=O)NCC(=O)N2CCCCCCC2)cc1OCC
 : 2, 6, -9, -2, -0.2, -6, 1.1, 2
